HEK293 tox: cytotoxic in the GLP-1 receptor inverse agonist counter-screen; HEK293 cAMP-luciferase reporter cells, luminescence, 24 h; Potency, µM (titrated, usually from 38.3 µM), without a hit: at the top dose activity change, negative = inhibition, hits mostly inhibitors; AID 624418; hit rate 0.13% among 410,000;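 note: loss of luciferase light is scored as toxicity; potency is the fitted concentration of half-maximal effect; % is set by controls: 0 for no effect and ±100 for the full control effect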
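Cells in DMEM/10% Nu serum/1% pen-strep, 1536-well format. Pre-incubated 12 h, dosed with 23 nL compound, incubated a further 24 h. Luciferase detection, 12 min at room temp, luminescence.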
PTHR1 agonist: agonists of human PTHR1 parathyroid hormone receptor; Potency, µM (top dose mostly 115 µM), without a hit: top-dose activation, most hits filed as activators; HEK293 GP2 PTHR1 cells, GloSensor cAMP luminescence, 1 h; hit rate 0.075% among 410,000; Q03431; note: potency is the fitted concentration of half-maximal effect; nearly all actives have a fitted effect of over 55% in size; some results filed as inactive show a strong effect at the top dose; inactives centre near -15; many of its hits are not listed in these tables
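HEK-293-derived GP2 cells expressing PTHR1 and a GloSensor cAMP reporter, 3,000/well, plated overnight, given luciferin plus IBMX (each 0.5 mM as added) for 1 h at 37 °C, then compound for 1 h at 37 °C. Luminescence was read after 15 min at room temperature.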
D3 ag: activates the human D3 dopamine receptor; D3R DiscoveRx beta-arrestin cells, luminescence, 90 min; AID 652048; hit rate 0.58% among 410,000; max activation, %; in the data active = max activation above about 30%; note: 0% is about no effect; mostly tested at two doses, the higher about 12 µM
Target sequence (P35462 whole entry, looked up): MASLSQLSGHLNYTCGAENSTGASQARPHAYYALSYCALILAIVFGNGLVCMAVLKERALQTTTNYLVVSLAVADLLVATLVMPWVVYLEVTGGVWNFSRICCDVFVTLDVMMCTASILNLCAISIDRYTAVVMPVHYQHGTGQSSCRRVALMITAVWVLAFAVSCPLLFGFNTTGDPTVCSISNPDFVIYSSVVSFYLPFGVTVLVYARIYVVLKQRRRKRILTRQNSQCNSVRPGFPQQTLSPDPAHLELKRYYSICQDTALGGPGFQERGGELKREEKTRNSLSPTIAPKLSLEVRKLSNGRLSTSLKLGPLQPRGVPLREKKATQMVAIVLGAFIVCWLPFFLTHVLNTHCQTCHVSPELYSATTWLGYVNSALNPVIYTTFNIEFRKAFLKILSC
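Agonist-mode cell screen: cells plated at 1500/well and incubated overnight at 37 °C, then exposed to library compounds for 90 min at 37 °C. Detection reagent was added for 30–60 min at room temperature, and luminescence was read.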
TDP-43 yeast inh: TDP-43 toxicity inhibition in yeast. TDP-43 expressing yeast growth rescue, BacTiter-Glo, 24 h. Potency, µM (doses to about 46.1 µM), for inactives: at the top dose growth rescue (activation), hits mostly activators. hit rate 1.8% among 410,000; note: potency is the fitted concentration of half-maximal effect; % of control where 0% means no effect; nearly all actives have a fitted effect of over 50% in size
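Readout is BacTiter-Glo luminescence of cell growth, so inhibitors register as activators. TDP-43-expressing yeast at OD600=0.02 in galactose medium, after raffinose pregrowth to mid-log, were incubated with compound for 24 hr at 30 deg C.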
GLP1R ag: activates the human GLP-1 receptor. AID 624172. Potency, µM (top dose mostly 45.6 µM), without a hit: at the highest dose activation, most hits filed as activators. hit rate 0.007% among 380,000. P43220. HEK293 GLP-1R CRE-luciferase, luminescence, 4-6 h; cells express a hypersensitive GLP-1R form; note: potency is the fitted concentration of half-maximal effect; % of control where 0% means no effect
Target sequence (P43220 whole entry, looked up): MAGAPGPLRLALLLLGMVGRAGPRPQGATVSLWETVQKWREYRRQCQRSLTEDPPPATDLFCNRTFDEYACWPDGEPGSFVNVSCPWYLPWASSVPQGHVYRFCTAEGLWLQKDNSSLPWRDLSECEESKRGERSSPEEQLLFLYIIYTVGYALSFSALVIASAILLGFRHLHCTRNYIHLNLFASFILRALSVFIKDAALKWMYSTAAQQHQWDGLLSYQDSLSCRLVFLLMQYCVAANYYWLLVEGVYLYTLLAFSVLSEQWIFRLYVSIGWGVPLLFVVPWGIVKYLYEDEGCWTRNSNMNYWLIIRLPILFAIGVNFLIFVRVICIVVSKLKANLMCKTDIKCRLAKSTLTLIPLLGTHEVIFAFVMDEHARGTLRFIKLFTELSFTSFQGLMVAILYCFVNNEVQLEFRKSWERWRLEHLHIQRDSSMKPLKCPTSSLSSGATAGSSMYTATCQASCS
GLP-1R inv ag: inverse agonists of human GLP-1 receptor; P43220; HEK293 GLP-1R CRE-luciferase, luminescence, 24 h; GLP-1R form is constitutively active; Potency, µM (titrated, usually from 38.3 µM), without a hit: at the top dose activity change, negative = inhibition, usual class: inhibitors; hit rate 1.6% among 410,000; AID 624417; note: potency is the fitted concentration of half-maximal effect; % is set by controls: 0 for no effect and ±100 for the full control effect; nearly all actives have a fitted effect of over 55% in size
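Stable HEK293 clone (constitutively active GLP-1R + cAMP-response luciferase); 200 cells/uL plated, 12 h pre-culture, compound 24 hr, 37 deg C/5% CO2; detection reagent 12 min RT; luminescence.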
aSyn yeast inh: alpha-synuclein toxicity inhibition in yeast | Yeast expressing alpha-synuclein, growth rescue, BacTiter-Glo, 24 h | Potency, µM (top dose mostly 46.1 µM), without a hit: at the highest dose growth rescue (activation), most hits filed as activators | hit rate 0.14% among 370,000; note: potency is the fitted concentration of half-maximal effect; % of control where 0% means no effect; nearly all actives have a fitted effect of over 65% in size
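Galactose-induced alpha-syn yeast (OD600=0.02, raffinose-pregrown) + pinned cpd, 24 hr, 30 deg C; growth by BacTiter-Glo luminescence. Growth restoration scores as activation.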
KB-V1 MDR tox: KB-V1 MDR subline cytotoxicity | hit rate 3.4% among 400,000 | AID 1347076 | KB-V1 MDR cells viability, CellTiter-Glo, 72 h | Potency, µM (titrated, usually from 46.1 µM), for the others: at the top dose activity change, negative = cytotoxicity, most hits filed as cytotoxic; note: potency is the fitted concentration of half-maximal effect; % is set by controls: 0 for no effect and ±100 for the full control effect; nearly all actives have a fitted effect of over 60% in size
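Cytotoxicity toward P-gp-expressing KB-V1 cells was determined as loss of CellTiter-Glo luminescence after 72 h at 37 degrees C. Compounds were tested in quantitative HTS format across a concentration range, with curves fitted to normalized data.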
DRD3 antagonist: blocks the human D3 dopamine receptor. D3R cells, DiscoveRx beta-arrestin luminescence, antagonist mode; hits give low values. P35462. max response, negative = inhibition, %. hit rate 2.5% among 360,000; in the data active = max response below about -50%; inconclusive = no clear call, values can overlap the other calls; note: % is set by controls: 0 for no effect and ±100 for the full control effect; mostly tested at two doses, the higher about 12 µM
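Cells plated overnight at 1500 cells/well, then exposed to library compounds with dopamine controls for 90 minutes at 37 degrees C. DiscoveRx reagent added for 30–60 minutes at room temperature; luminescence read, quantitative HTS format.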
Active calls of the source: *; i = inactive; ? = inconclusive; . = not tested or not shown; & = joins results of further samples; [ ] = another dose, or the depositor's remark. Unless noted, calls come from the whole dose curve; as a rule, active = well fitted curve in the direction sought with a large enough effect; inconclusive = small, poorly fitted or top-dose-only effect, or another doubt; inactive = no such curve, though single readings can be large; an effect the other way counts as inactive or inconclusive. The list is partial (hit frequency here may not be typical).

no.	Structure	HEK293 tox	PTHR1 agonist	D3 ag	TDP-43 yeast inh	GLP1R ag	GLP-1R inv ag	aSyn yeast inh	KB-V1 MDR tox	DRD3 antagonist
1	CCOC(=O)C1CCN(c2nc(-c3ccc(Br)cc3)nc3ccccc23)CC1	7.5%&-13.5%	-26.2%	-15.5&-19.9	?	18.1%	?	0.1%	?	-26.0
2	CCOc1ccc(-c2nc[nH]c2[N+](=O)[O-])cc1	8.7%	?	-16.1	-17.2%[0.397 µM]	4.3%	10.3%	-5.0%	6.7%	-24.5
3	CCCCC(=O)O	-31.8%	-13.2%	4.4&7.4&-8.5	12.4%	-6.3%&-3.5%&27.2%	2.0%	-2.8%	5.8%	15.9
4	Cc1ccc(N(Cc2ccc(C(=O)NN=C3CCN(C)CC3)cc2)S(C)(=O)=O)cc1C	5.8%	i	-2.1	3.2%	-4.3%	14.7%	-6.6%	34.3%	13.6
5	CCOC(=O)N1CCC(NC(=O)CSCc2nc(-c3ccc(OCC)cc3)oc2C)CC1	3.0%	-20.8%	6.2	12.0%	-5.3%	-27.9%	0.6%	-0.2%	19.5
6	O=S(=O)(c1cccc(-c2n[nH]c(=S)n2C2CCCC2)c1)N1CCOCC1	3.9%	-17.5%	6.4	18.2%	6.8%	6.7%	6.8%	?	-3.1
7	CC(C)(C)C(=O)Nc1ccc(S(=O)(=O)NC2=NCCCCC2)cc1	-2.0%	?	5.4	12.3%	0.1%	5.5%	-4.3%	?	-6.7
8	Cc1ccc2c(c1)N(CCC(=O)NCCN1CCOCC1)C(=O)CO2	1.9%	i	2.2	4.9%	-10.6%	92.5%[activator]	.	9.7%	15.3
9	C[C@@H]1CN([C@@H](C)CO)C(=O)CCCn2cc(nn2)CO[C@H]1CN(C)S(=O)(=O)c1ccc(Cl)cc1	4.5%	-20.3%	3.0	5.1%	-0.3%	-5.8%	-0.7%	-0.1%	-5.6
10	O=C(CCN1C(=O)S/C(=C/c2ccc(Cl)cc2)C1=O)N1CCOCC1	1.7%	-14.5%	-0.5	3.8%	-11.5%	10.2%	-3.2%	-13.4%	-11.6
11	COc1ccc(S(=O)(=O)N2CCN(Cc3ccc4c(c3)OCO4)CC2)cc1C	3.3%	-27.6%	-7.1	17.3%	.	-28.4%	.	?	.
12	CCCCN(C)CCCNC(=O)c1ccc(N2CCCC2=O)cc1	-16.9%	14.7%	1.6	6.7%	7.9%	0.1%	-1.0%	9.1%	?
13	Cc1ccccc1C(=O)NCCN1CCOCC1	8.0%	-21.5%	4.5	13.3%	-4.4%	8.6%	2.2%	?	13.7
14	COc1cc2cc(C(c3nnnn3C(C)(C)C)N3CCc4ccccc43)c(=O)[nH]c2cc1OC (stereo not drawn)	-14.1%	-15.1%	7.0	-22.2%	15.1%	64.1%[activator]	9.9%	?	-11.6
15	CCc1ccc(OC)c(S(=O)(=O)N2CCN(C(=O)c3ccco3)CC2)c1	-1.8%	-18.0%	1.0	20.5%	-0.2%	-1.1%	3.2%	0.0%	3.0
16	CCCNC(=O)c1nc(C)n(-c2cc(Cl)ccc2Cl)n1	9.3%	i	6.6	-4.0%	1.5%	6.7%	2.4%	23.6%	5.6
17	Cc1cc(C(=O)NNC(=O)/C=C/c2ccccc2Cl)c(C)o1	4.1%	i	3.2	2.6%	1.9%	-11.7%	3.7%	-1.9%	-6.4
18	O=C(O)CC1S/C(=N/N=C/C=C/c2ccccc2[N+](=O)[O-])NC1=O (stereo not drawn)	-30.0%	i	-11.2	-3.8%	-1.6%	0.4%	-3.1%	?	?
19	COc1cccc(/C=N/NC(=O)CC(=O)NCCc2ccc(OC)c(OC)c2)c1	?	-1.0%	3.8	-1.8%	0.1%	17.4%	-10.2%	-12.7%	11.7
20	O=C(c1cccc([N+](=O)[O-])c1)N1c2ncnn2C2(CCCCC2)[C@@H]2CCCC[C@@H]21	0.3%	-24.4%	-6.5	16.9%	.	-31.1%	.	2.1%	.
21	CCCSc1ncc(Cl)c(C(=O)Nc2sc3c(c2C(=O)NCCOC)CCCC3)n1	0.9%	10.8%	3.6	24.9%	.	4.3%	.	.	.
22	COc1ccc(Cl)cc1C(=O)Nc1ccc(OCC(=O)N2CCOCC2)cc1	-1.5%	-46.8%	-32.3	-3.7%	6.4%	5.1%	-1.1%	-10.4%	0.0
23	CC(C)NS(=O)(=O)c1ccc(NC(=O)c2cccnc2)cc1	1.6%	-27.5%	1.0	4.6%	8.5%	10.0%	-0.4%	0.4%	0.0
24	COc1ccc(S(=O)(=O)N(C)C[C@H]2OCCCC[C@@H](C)Oc3ccc(NC(=O)CCC(F)(F)F)cc3C(=O)N([C@H](C)CO)C[C@@H]2C)cc1	-0.4%	i	2.7	11.1%	-1.3%	1.5%	-2.9%	26.4%	-15.8
25	CC(=O)c1c(C)[nH]c(C)c1C(C)=O	17.3%	-16.5%	-5.8	-21.9%	-12.0%	1.3%	-3.2%	-19.6%	-7.6

(continued)
no.	Structure	HEK293 tox	PTHR1 agonist	D3 ag	TDP-43 yeast inh	GLP1R ag	GLP-1R inv ag	aSyn yeast inh	KB-V1 MDR tox	DRD3 antagonist
26	COc1ccc(/C=C/C(=O)N2CCN(c3ccccn3)CC2)c2ccccc12	-0.1%	i	1.4	?	18.6%	?	4.7%	-16.9%	-5.7
27	COc1ccc(C2=NS(=O)(=O)N(C)C(C(=O)N(C)Cc3ccccc3)=C2)cc1	-8.7%	-77.3%[inhibitor]	-13.1	23.4%	5.5%	-11.7%	8.6%	-12.2%	-20.6
28	CC(C)Oc1cc2ccccc2cc1CNC[C@H]1O[C@@H](n2cnc3c(N)ncnc32)[C@H](O)[C@@H]1O	3.7%	i	11.6	6.1%	-6.0%	13.4%	-2.5%	0.0%	28.8
29	CC(=O)NC(=S)Nc1ccccc1C(=O)NC1CCCCC1	-2.5%	i	1.4	2.4%	2.2%	14.5%	-12.9%	2.1%	15.6
30	CCc1cccc2sc(NC(=O)c3ccc(N4C(=O)CCC4=O)cc3)nc12	0.0%	i	-2.4	11.2%	-2.3%	0.1%	-5.0%	15.0%	28.4
31	COc1cccc(N2CCN(CC(=O)c3c(C)[nH]c4ccccc34)CC2)c1	-0.7%	-89.3%[inhibitor]	2.2	-9.2%	-10.2%	?	2.0%	?	-10.4
32	COc1cccc(C(=O)Nc2cc(C)on2)c1OC	1.0%	-11.9%	18.4	-7.7%	11.6%	2.9%	8.2%	3.3%	8.5
33	CC(=NO)C1CCC2C3CCC4=CC(=NO)CCC4(C)C3C(O)CC12C (stereo not drawn)	-13.9%	-18.9%	-13.3	15.3%	-13.6%	?	-6.2%	20.6µM*	?
34	O=[N+]([O-])c1ccc(O)c(C=Nc2ccc3nc(-c4ccccc4)[nH]c3c2)c1	-17.4%	i	-8.4	-52.2%[inhibitor]	-2.2%	1.2%	-10.5%	-5.6%	?
35	N#Cc1c(-c2ccc(F)cc2)nc2n(c1=O)CCS2	-5.2%	-4.6%[57.5 µM]	-22.4	-7.1%	-10.7%	8.6%	7.8%	5.1%	4.6
36	Cc1c(C)c2ccc(OCC(=O)NC3CCN(Cc4ccccc4)CC3)c(C)c2oc1=O	1.5%	2.2%	-18.0	7.2%	-0.7%	16.7%	3.6%	-10.4%	1.8
37	COc1ccc(CNC(=O)CN(c2cc(C)cc(C)c2)S(=O)(=O)c2c(C)noc2C)cc1	-6.0%	-16.4%	4.6	22.7%	-1.0%	-18.3%	2.8%	16.1%	8.9
38	COC(=O)c1sccc1NC(=O)CN1CCN(c2ccc(F)cc2)CC1	-4.0%	-56.8%[inhibitor][57.5 µM]	4.5	-4.4%	13.5%	?	-4.9%	?	39.3
39	Cc1ccc(N2C(=O)/C(=C\c3ccco3)SC2=S)cc1	-9.6%	-12.2%	0.1	24.1%	-11.4%	3.7%	4.2%	0.1%	7.2
40	CC1CC(=O)Nc2ccccc2N1C(=O)CSc1ncnc2sccc12 (stereo not drawn)	-0.4%	i	14.5	26.9%	7.4%	-7.6%	0.5%	?	15.3
41	CC1(C)Cc2c(sc(NC(=O)c3ccc(Br)o3)c2C#N)CO1	0.0%	-22.0%[57.5 µM]	-8.0	-1.4%	2.1%	2.5%	-1.6%	-18.7%	-14.7
42	COc1ccc(OC)c(S(N)(=O)=O)c1	6.5%	i	0.0	-21.6%	-12.9%	-18.8%	2.8%	-8.8%	?
43	Cc1ccc(C=NNc2nc3c([nH]2)c(=O)n(C)c(=O)n3C)cc1	-7.4%	-2.1%	1.4	-17.7%	5.3%	60.7%[activator]	-5.6%	11.9%	40.5
44	CC(=O)c1cccc(S(=O)(=O)Nc2ccc3nc(C)sc3c2)c1	5.4%[7.66 µM]	-79.8%[inhibitor]	1.6	19.9%	0.8%	21.3%[7.66 µM]	1.0%	?	19.6
45	CC1CCN(C(=O)c2ccc3c(c2)OCO3)CC1	2.4%	-8.5%	1.3	5.9%	2.9%	3.2%	1.1%	27.5%	1.0
46	COc1ccc(S(=O)(=O)N2CCCCC2)cc1NC(=O)COC(=O)c1ccco1	-15.5%	-6.7%	3.0	28.5%	4.0%	-9.6%	-8.0%	-1.9%	-15.1
